CCT modulator – changes cytosolic chaperonin activity; AID 651819; activity change, % (no concentration beside the values), hits read low; actives 0.3% (n = 360,000); purified chaperonin ATPase assay, HTRF ADP detection, 30 min; in the data active means activity change below about -30%; further: on the % scale 0 is the no-effect control and ±100 the full control effect
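Enzyme 40 or 20 nM (batch-dependent) in Tris pH 7.4/KCl/MgCl2/DTT; cpd 76 uM single point; ATP 10 uM; 30 min 37 °C; Transcreener ADP HTRF detection, 30 min RT; ratio 665/615.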
A549 viability – counter-screen for Nrf2 inhibitors: cytotoxicity in A549 cells | A549 ARE-Fluc cells, CellTiter-Fluor viability, 18-24 h | Potency, µM (doses to about 46 µM), for the others: at the top dose activity change, negative = cytotoxicity, hits mostly inhibitors | actives 0.16% (n = 390,000); further: potency means the concentration at half of the fitted maximal effect; on the % scale 0 is the no-effect control and ±100 the full control effect
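A549 ARE_Fluc cells in 5% FBS OPTI-MEM were exposed to compounds in concentration-response for 18-24 h at 37 deg C. Viability was read by CellTiter-Fluor fluorescence (Ex 405/Em 525) after 30 min, before the luciferase read.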
Nrf2 activator – activates Nrf2 signaling. Potency, µM (doses to about 46.1 µM), for inactives: at the top dose activation, actives largely listed as activators. AID 624171. AREc32 ARE-luciferase reporter (MCF7-derived line), luminescence, 24 h. actives 0.31% (n = 410,000); further: potency means the concentration at half of the fitted maximal effect; % of control where 0% means no effect; nearly all actives have a fitted effect of over 65% in size
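Steps: seed AREc32_Fluc cells (1000/well, 5% FBS OPTI-MEM); incubate overnight at 37 deg C; add 23 nL compound; incubate 24 hr; add Steady-Glo; hold 30 min RT; read luminescence.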
HepG2 viability – counter-screen for TGF-b inhibitors: cytotoxicity in HepG2 cells | actives 0.76% (n = 410,000) | HepG2 CAGA-GFP viability, ATP luminescence, 18 h | Potency, µM (doses to about 46.1 µM), for inactives: top-dose activity change, negative = cytotoxicity, hits mostly cytotoxic; further: potency means the concentration at half of the fitted maximal effect; some results filed as inactive show a strong effect at the top dose
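CellTiter-Glo luminescence gave cytotoxicity after 18 hours at 37 degrees C. The cells were HepG2 CAGA-GFP in 1% FBS DMEM, stimulated with 500 pg/mL TGF-beta after compound addition. %Activity was normalised to no-cell wells (complete cell-killing) and DMSO (no toxicity), and curves were fitted and classified.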
Abeta rescue – A-beta toxicity reversal in yeast; Potency, µM (doses to about 46.1 µM), for inactives: top-dose growth rescue, hits mostly activators; AID 1347071; actives 0.063% (n = 410,000); yeast expressing A-beta42, growth rescue, OD600, 48 h; response scale: 0% DMSO, 100% iron-clioquinol control; further: potency means the concentration at half of the fitted maximal effect; nearly all actives have a fitted effect of over 55% in size
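Yeast growth medium received pinned compounds, then yeast cells expressing toxic A-beta were added; plates incubated at 30 C for 48 hr. Growth read as absorbance at 600 nm, normalized to DMSO and equimolar FeCl3 plus clioquinol controls.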
TGFb inhibitor – inhibitors of TGF-b signaling; AID 588855; Potency, µM (top dose mostly 46.1 µM), for inactives: at the top dose activity, negative = inhibition, most hits filed as inhibitors; actives 1.2% (n = 410,000); HepG2 CAGA-GFP TGF-b/SMAD3 reporter, GFP fluorescence, 18 h; TGF-beta stimulated, 500 pg/mL final; further: potency means the concentration at half of the fitted maximal effect; on the % scale 0 is the no-effect control and ±100 the full control effect; nearly all actives have a fitted effect of over 65% in size
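Inhibition of TGF-beta-driven CAGA-GFP reporter expression in HEPG2 cells is measured by cellular GFP fluorescence after 18 h stimulation with 500 pg/mL recombinant TGF-beta in 1% FBS medium at 37 degrees C.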
Nrf2 block – blocks Nrf2 signaling | Potency, µM (doses to about 46 µM), for the others: top-dose activity change, negative = inhibition, actives largely listed as inhibitors | AID 504444 | actives 2.1% (n = 360,000) | A549 ARE-Fluc reporter, luciferase luminescence, 18-24 h; further: potency means the concentration at half of the fitted maximal effect; on the % scale 0 is the no-effect control and ±100 the full control effect; nearly all actives have a fitted effect of over 60% in size
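Quantitative HTS in A549 cells stably bearing an antioxidant response element-firefly luciferase construct. Inhibition of Nrf2-driven transcription was scored by luminescence after 18-24 h of compound exposure at 37 °C.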
MmCpn inh – blocks the Methanococcus maripaludis chaperonin Mm-Cpn. purified Mm-Cpn ATPase, ADP Transcreener TR-FRET. Potency, µM (doses to about 76.9 µM), inactives show at the top dose activity, negative = inhibition, hits mostly inhibitors. actives 0.031% (n = 330,000); further: potency means the concentration at half of the fitted maximal effect; on the % scale 0 is the no-effect control and ±100 the full control effect; nearly all actives have a fitted effect of over 80% in size
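Measured: ADP formation by purified Mm-CPN. Conditions: 25 nM protein, 10 uM ATP, Tris pH 7.4 with Mg2+, K+ and DTT, 37°C for 30 min. Detection: Transcreener HTRF after 30 min at room temperature.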
Akt phos inh – Akt phosphorylation inhibition; activity change, % for hits at 50 µM; actives 0.32% (n = 360,000); Neuro2A IGF-stimulated pAkt S473 HTRF, 20 min; active compounds read low; in the data active means activity change below about -80%; inconclusive means mostly about -51% to -80%; further: on the % scale 0 is the no-effect control and ±100 the full control effect
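Neuro2A cells (4,500/well, DMEM with 0.5% FBS) were treated with compound at a single 50 µM final concentration, stimulated with 6 nM IGF for 20 min at 37 °C, and lysed. Phospho-Akt Ser473 was read by HTRF as 665/615 ratio ×10^4.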
Numbers without * were called inactive; i = inactive; u = inconclusive; x = not tested or not shown; [ ] = remark or other dose. Unless noted, the call rests on the fitted dose curve; in most records, active means well fitted curve in the direction sought with a large enough effect; inconclusive means small, poorly fitted or top-dose-only effect, or another doubt; inactive means no such curve, though single readings can be large; an effect the other way counts as inactive or inconclusive. Compounds were not picked by outcome. About 4.3% of those tested had a hit in this group.

Results follow in this order: CCT modulator | A549 viability | Nrf2 activator | HepG2 viability | Abeta rescue | TGFb inhibitor | Nrf2 block | MmCpn inh | Akt phos inh
CCCc1cc(=O)[nH]c(SCC(=O)N2CC3(C)CC2CC(C)(C)C3)n1 (stereo unspecified)
  -1.2 | 0% | 0.6% | -1% | 17% | 20% | 2% | -1% | i
CCN(CC)S(=O)(=O)c1cccc(C(=O)Nc2ccccc2)c1
  -1.1 | -11% | -0.8% | -12% | 11% | -5% | u | -1% | i
Cc1sc2ncnc(N3CCN(CCOc4ccc(Cl)cc4)CC3)c2c1C
  -0.5 | u | 0.2% | -34% | -3% | -12% | x | -3% | i
CCCCN(C)C(=O)c1ccc2c(c1)N(Cc1cccc(Cl)c1)C(=O)c1ccccc1S2=O (stereo unspecified)
  x | -18% | 2.9% | -2% | -36% | -15% | x | x | x
Cc1onc(-c2ccccc2Cl)c1C(=O)Oc1cc(N)n(S(=O)(=O)c2ccc(F)cc2)n1
  2.7 | -13% | 15% | -69% | 10% | u | u | 0% | i
COc1ccc(CCNc2cc(C)[nH]c(=O)c2)cc1OC
  -0.4 | 1% | 3.1% | 4% | 11% | 0% | 1% | 0% | i
CCOc1ccc(CC(=O)N/N=C/c2cccnc2)cc1
  -3.6 | 6% | 0.4% | 3% | -6% | -8% | 2% | 1% | i
O=C(OCC(=O)N1CCc2ccccc21)c1cccnc1Cl
  -1.1 | -1% | 0.3% | 0% | 6% | 5% | x | 0% | i
O=C1CN(C(=O)c2ccc(Br)o2)C(c2ccccc2)c2cc(Br)ccc2N1 (stereo unspecified)
  -1.6 | -12% | -0.2% | -26% | 8% | u | u | -16% | i
CN(C)c1ccc(N2C(=NC(=O)c3ccccc3)SC3CS(=O)(=O)CC32)cc1 (stereo unspecified)
  -16 | 2% | -0.8% | -12% | -5% | 1% | -5% | -1% | i
Cc1ccc(NC(=O)c2ccc(CSc3nnc(-c4ccncc4)n3C)cc2)c(C)c1
  -0.1 | -2% | 0.2% | 2% | 7% | 0% | 4% | -2% | i
O=C(C[C@H]1C/C=C\CCCC(=O)OC[C@H]2CCCN2C1=O)NCCO
  -1.2 | 12% | -1.1% | -9% | -16% | 0% | 0% | -2% | i
COc1cccc(CN2CC(C(=O)NCCN3CCOCC3)CCC2=O)c1 (stereo unspecified)
  -1.7 | 7% | 0.4% | 1% | 11% | 1% | 0% | -2% | i
Cc1cc(C)c2c(C)[nH]nc2n1
  -0.4 | 4% | -1.3% | 4% | 17% | 7% | 3% | 0% | i
COc1ccc(CCN2C(=O)N(c3ccc(F)cc3)C(=O)C2CC(=O)Nc2ccc(OC)cc2)cc1 (stereo unspecified)
  x | -6% | 3.5% | -8% | -13% | 1% | -10% | x | x
CCOC(=O)c1c(NC(=S)Nc2cccc(C)c2)sc2c1CC(C)(C)SC2
  -1.3 | 3% | 6.4% | -21% | 0% | u | u | u | i
O=C(CCN=C1NS(=O)(=O)c2ccccc21)N1CCc2ccccc2C1
  -2.7 | 1% | 1.4% | 6% | 0% | -4% | -6% | -13% | i
Cc1cc(NC(=O)/C=C\C(=O)O)c([N+](=O)[O-])cc1C
  2.3 | -4% | 10% | -3% | 8% | 25% | 3% | -5% | i
CCOc1ccc(N/C(N)=N/c2nc(C)cc(C)n2)cc1
  1.5 | 0% | -0.6% | -28% | 7% | u | -13% | 1% | i
CCCN1CCc2c(sc(NC(=O)C3CCN(S(=O)(=O)c4cccs4)CC3)c2C(N)=O)C1
  0.1 | 6% | -0.7% | -17% | 0% | -6% | 9% | -4% | i
Cc1ccc(-c2ccc(=O)n(CC(=O)NCCN3CCCCC3C)n2)cc1 (stereo unspecified)
  -1.4 | -2% | -0.2% | -2% | 1% | -6% | 8% | -1% | i
CCN1CCN(Cc2c(O)ccc3oc(C)c(C(=O)Nc4cccc(C(F)(F)F)c4)c23)CC1
  x | 10% | 21% | 13µM* | -14% | u | 2% | x | x
O=C(NCc1cccnc1)C1CCN(S(=O)(=O)c2cc([N+](=O)[O-])ccc2Cl)CC1
  -3.1 | 2% | 28% | -1% | 10% | -5% | -3% | -3% | i
COc1cc(OC)c(NC(=O)c2cncn2-c2ccc(F)cc2)cc1Cl
  2.1 | 0% | 3.5% | -18% | -14% | -4% | -4% | -1% | i
C#CCNC(=O)C1=C[C@H](c2ccc(Br)cc2)C[C@H](OCCCCO)O1
  -2.0 | 2% | 1.6% | -1% | -9% | -3% | -13% | x | i
O=C(OCCCOC(=O)c1ccc(Br)o1)c1ccc(Br)o1
  -0.7 | -11% | -0.5% | -80% | -4% | 8% | 6% | -1% | i
Cc1cccc(C(=O)N=c2sccn2C)c1[N+](=O)[O-]
  -2.0 | -21% | 0.5% | -1% | -1% | 2% | u | 0% | i
NC(=O)C1CCN(C(=O)c2ccc(Oc3cc(Cl)cc(Cl)c3)o2)CC1
  0.6 | 5% | 0.2% | -17% | 0% | u | -4% | 1% | i
COc1ccccc1OCCNC(=O)Cc1ccc(Cl)c(Cl)c1
  1.5 | 2% | 0.3% | -24% | 3% | -14% | 4% | -1% | i
Cc1cnc(C(=O)OCC(=O)N=c2sccn2Cc2ccccc2Cl)cn1
  -1.1 | 0% | -0.7% | -1% | 4% | 4% | -9% | -2% | i
COc1ccccc1Cc1nc2ccccc2nc1SCC(=O)Nc1ccc2c(c1)OCO2
  x | 0% | -0.3% | 4% | 8% | 3% | x | x | x
Cc1ccc([C@H]2N[C@]3(CCCN(Cc4ccc(C(F)(F)F)cc4)C3=O)[C@H]3C(=O)N(C)C(=O)[C@@H]23)cc1
  -4.6 | x | -0.4% | -7% | -10% | -7% | x | x | i
CN1C(=O)/C(=C/c2ccc(O)c([N+](=O)[O-])c2)N(C)C1=S
  0.1 | 1% | 3.2% | -30% | -20% | 14% | u | -2% | i
CC(=O)Oc1ccc(C(=O)[C@H]2[C@H]3C(=O)N(c4ccccc4)C(=O)[C@H]3[C@@H]3C=CC=NN32)cc1
  0.1 | -5% | 5.0% | 6% | 7% | -14% | 7% | -2% | i
CS(=O)(=O)N(Cc1ccc(Cl)cc1)c1ccc(C(=O)N2CCN(c3ccccc3)CC2)cc1
  -1.4 | -5% | -0.6% | -3% | 1% | u | u | 3% | i
Cc1cccc(N(CC(=O)N2CCCC2)S(C)(=O)=O)c1C
  0.0 | x | -0.9% | -1% | 7% | -7% | x | x | i
Cc1ccccc1C(=O)N1CCC(C(=O)Nc2nccs2)CC1
  -1.9 | 1% | 2.0% | -1% | -1% | 6% | 7% | 4% | i
Cc1ccc(CN2CCN(C(=O)/C=C/[C@H]3O[C@@H](n4cc(C)c(=O)[nH]c4=O)C[C@@H]3O)CC2)cc1
  -0.7 | x | -0.7% | 0% | -4% | -7% | x | x | i
C=CCn1c(SCC(=O)c2ccc(O)c(O)c2)nnc1-c1cccnc1
  -4.5 | -5% | 0.2% | -4% | -8% | 5% | -7% | 0% | i
CCCCCCC(C)NC(=S)Nc1cc(S(=O)(=O)N(C)C)ccc1C (stereo unspecified)
  -0.2 | 2% | 5.4% | -33% | 9% | u | -7% | 0% | i
Cc1cc2c(cc1S(=O)(=O)NCc1ccccc1)n(C)c(=O)c(=O)n2C
  2.3 | -14% | -0.7% | -3% | -7% | 7% | -17% | 0% | i
C[C@@]12C(=O)Nc3cc(Cl)ccc3C(=O)N1[C@H]1c3ccccc3OC[C@@H]1[C@@H]2c1ccccc1
  0.9 | 1% | 3.9% | -17% | 6% | -4% | 8% | -12% | i
CCCOc1ccc(NC(=O)C2CC(=O)N(C)C(=Nc3cccc(OC)c3)S2)cc1 (stereo unspecified)
  2.6 | -1% | 0.9% | -26% | -6% | -20% | -11% | 0% | i
COc1ccc(C(=O)NC2CC2)cc1OC1CCN(Cc2ccccc2)CC1
  -3.6 | 10% | -0.1% | 1% | 23% | 0% | 11% | 1% | i
CC(=O)N1CCCc2cc(S(=O)(=O)N(C)CC(=O)Nc3ccc(Cl)cc3C)ccc21
  x | -1% | -0.6% | -41% | -16% | 0% | x | x | x
COc1ccc(CC(=O)Nc2ccc(-c3nc4ccccc4s3)cc2Cl)cc1
  x | -4% | 4.7% | -26% | -15% | u | x | x | x
O=c1[nH]c(CCl)nc2cc(-c3ccc(Cl)cc3)sc12
  -1.3 | -3% | 7.3% | 4.5µM* | -34%[inhibitor] | 5µM* | u | -2% | i
CCOC(=O)c1cccc(NC(=O)CN(C)S(=O)(=O)c2cnc[nH]2)c1
  -0.7 | -10% | -0.8% | 0% | -10% | 0% | -4% | 1% | i
CCN1C(=O)C(Cc2nc3ccccc3c(=O)n2-c2ccccc2)c2cc(Br)ccc21 (stereo unspecified)
  x | -19% | 9.6% | 1% | -2% | u | u | x | x
COc1ccc(-c2c(NC(=O)c3ccco3)n(-c3ccc(C)cc3)nc(C)c2=O)cc1
  0.7 | 1% | -1.0% | 33% | -5% | 0% | 12% | 0% | i
Nn1c(SCc2ccc(Br)cc2)nnc1-c1ccccn1
  -4.4 | 7% | -0.4% | -16% | -13% | 2% | 22% | 3% | i
CN(C)C(=O)COc1ccc2c(-c3ccccc3)cc(=O)oc2c1
  -1.9 | 1% | -0.2% | -14% | -13% | 7% | -12% | 0% | i
COc1ccc(C(C(=O)NC2CCCCC2)N(C(=O)c2ccccn2)c2cccnc2)c(OC)c1 (stereo unspecified)
  -0.8 | -5% | 0.0% | 10% | -12% | 32%[activator] | -2% | 1% | i
